procasp3 activ: activators of human procaspase-3 D3A mutant, primary screen, biochemical, absorbance, PC-3 D3A mutant, single concentration; Caspase-3 (Homo sapiens), P42574; recombinant procaspase-3 D3A, Ac-DEVD-pNA absorbance 405 nm; activation, % at 8.5 µM; 0.11% of 330,000 active; AID 463141, 2010;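 active = activation above the mean of all tested compounds plus 3 SD, cut at about 21% in these data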;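 also: 0% = DMSO alone and 100% = DMSO wells spiked with extra 5 µM PC-3 D3A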
Target sequence (P42574 whole entry D9A/D28A/D175A): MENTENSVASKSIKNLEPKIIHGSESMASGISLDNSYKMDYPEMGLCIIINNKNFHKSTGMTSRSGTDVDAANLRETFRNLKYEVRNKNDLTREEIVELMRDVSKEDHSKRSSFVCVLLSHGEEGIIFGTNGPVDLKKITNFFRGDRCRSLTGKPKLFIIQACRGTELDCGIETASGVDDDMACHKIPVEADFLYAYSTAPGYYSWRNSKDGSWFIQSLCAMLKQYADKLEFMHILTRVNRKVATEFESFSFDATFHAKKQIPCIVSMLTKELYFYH
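Technique: 405 nm absorbance of p-nitroaniline, reads at 0 and 120 min; Test system: Procaspase-3 D3A mutant; Incubation: 1 h enzyme-compound preincubation, then 2 h substrate reaction, 25 °C; Repeats: singlicate, each compound tested once; Benchmarks: low control DMSO wells, high control DMSO plus 5 µM PC-3 D3A.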
JMJD2C inh: inhibitors of GASC-1 histone demethylase, primary screen, biochemical, fluorescence, DELFIA europium; Lysine-specific demethylase 4C (Homo sapiens), Q9H3R0; GST-JMJD2C(1-420) H3K9me3 demethylation; inhibition, % at 2.35 µM; 0.069% of 330,000 active; AID 2099, 2009;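 active = more than half of a compound's replicate wells show inhibition beyond 50%, single wells judged on their own value; inconclusive = some, but no more than half, of replicates pass 50% inhibition; inactive = no replicate passes 50% inhibition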;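 also: signal counts dimethyl H3K9 product captured on neutravidin plate; 0% = median of DMSO wells and 100% = 0.3 times that DMSO median; strong numbers were not always called active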
Target sequence (Q9H3R0 1-420 limits assumed): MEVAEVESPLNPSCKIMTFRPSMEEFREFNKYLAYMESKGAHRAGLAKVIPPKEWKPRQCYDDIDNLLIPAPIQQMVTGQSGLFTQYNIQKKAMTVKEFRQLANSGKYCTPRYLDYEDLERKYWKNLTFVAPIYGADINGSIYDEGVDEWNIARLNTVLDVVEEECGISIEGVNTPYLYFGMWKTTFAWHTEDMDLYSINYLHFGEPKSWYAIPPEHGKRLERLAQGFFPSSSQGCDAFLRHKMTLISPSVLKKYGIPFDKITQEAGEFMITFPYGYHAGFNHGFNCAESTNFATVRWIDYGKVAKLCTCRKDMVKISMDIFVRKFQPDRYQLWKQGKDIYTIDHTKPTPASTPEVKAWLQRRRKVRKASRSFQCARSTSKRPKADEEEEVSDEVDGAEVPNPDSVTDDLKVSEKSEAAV
proCasp7 act: procaspase-7 activators, primary screen, counter-screen for procaspase-3 activator project, biochemical, absorbance, HTS, human. Caspase-7 (Homo sapiens), P55210. recombinant procaspase-7, Ac-DEVD-pNA absorbance 405 nm; D23A/D198A/D206A triple mutant, cannot self-cleave; scale: DMSO 0, 5 µM enzyme 100. activation, % at 8.5 µM. 0.093% of 330,000 active. AID 463210, 2010;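 active = percent activation above the screen-wide mean plus 3 SD, cut at about 25% in these data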
Target sequence (P55210 whole entry D23A/D198A/D206A): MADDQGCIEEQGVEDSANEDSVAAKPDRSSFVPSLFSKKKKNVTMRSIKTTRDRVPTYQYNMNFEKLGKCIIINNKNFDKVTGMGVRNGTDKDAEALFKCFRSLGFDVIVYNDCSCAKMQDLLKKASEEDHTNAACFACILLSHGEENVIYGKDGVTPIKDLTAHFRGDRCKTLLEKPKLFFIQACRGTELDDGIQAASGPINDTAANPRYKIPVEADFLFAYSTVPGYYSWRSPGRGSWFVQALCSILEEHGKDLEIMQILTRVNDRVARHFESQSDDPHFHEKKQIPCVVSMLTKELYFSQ
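Detection: p-Nitroaniline absorbance at 405 nm, read at 0 and 120 min; system: Uncleavable procaspase-7 mutant enzyme; evaluation: % activation from two-timepoint absorbance difference, scaled to controls; times: 1 h enzyme–compound preincubation and 2 h substrate reaction, both 25 °C; buffer or medium: Zinc-free HEPES pH 7.4 with 300 mM NaCl, 0.01% Triton X-100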
MEP2 TOR yeast: modulators of MEP2-GFP levels in yeast, primary screen, S. cerevisiae, multiplex flow cytometry, MLPCN library | GFP response vs DMSO, % at 10 µM | S. cerevisiae MEP2-GFP strain, 3 h; 100% = DMSO control level | 0.51% of 330,000 active | AID 2016, 2009;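 active = GFP response versus DMSO above a set limit, roughly screen mean plus 3 SD, cut at about 180% in these data; inconclusive = fewer than 70 cells counted for a yeast strain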;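 also: median GFP fluorescence of the barcode-gated MEP2-GFP cells per well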
AHR act: AHR activators, primary screen, cell-based, luminescence, luciferase reporter, human; 2.5% of 320,000 active; AID 2796, 2010; AHR-responsive luciferase reporter cells; activation, % at 5 µM; Aryl hydrocarbon receptor (Homo sapiens), P35869; in the data active = activation above about 47%;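 also: 0% = vehicle wells and 100% = reference agonist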
RPL19A TOR yeast: RPL19A-GFP expression modulators in yeast, primary screen, cell-based, S. cerevisiae, multiplex flow cytometry, MLPCN | S. cerevisiae RPL19A-GFP strain, 3 h; active compounds read low | 0.3% of 330,000 active | percent response vs DMSO, % at 10 µM;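 active = percent response vs DMSO below 50%; inconclusive = fewer than 70 events counted for the yeast strain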;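 also: median channel GFP fluorescence of the barcoded RPL19A-GFP strain; ratio of sample median GFP to plate DMSO average so 100% = DMSO; lower means less RPL19A-GFP as with rapamycin TOR inhibition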
LAP4-GFP MLPCN: modulators of LAP4-GFP expression in yeast, primary screen, S. cerevisiae, multiplex flow cytometry, MLPCN library. 3 h; median GFP as percent of DMSO wells. GFP response vs DMSO, % at 10 µM. 0.34% of 320,000 active;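 active = GFP response vs DMSO above a set limit, about the screen mean plus 3 SD, cut at about 150% in these data; inconclusive = under 70 cell events counted for the yeast strain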
CR mimetic SO: reduction of superoxide in aged yeast, primary screen, HTS | S. cerevisiae aged cells, superoxide DHE fluorescence; active compounds read low | superoxide response (% of plate mean), % at 10 µM | 0.18% of 330,000 active | AID 2690, 2010;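 active = superoxide response under a set limit, about three screen SD below normal, cut at about 65% in these data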;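 also: yeast aged for seven days with compound at 30 °C before DHE staining; 100% = average MFI of all compound-treated wells on the plate with controls excluded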
Active calls of the source: *; ? = inconclusive; . = no result given; & = joins results of further samples; [ ] = another dose, or the depositor's remark. Compounds were not picked by outcome, and some 3.8% of all compounds hit somewhere here.

SMILES | procasp3 activ | JMJD2C inh | proCasp7 act | MEP2 TOR yeast | AHR act | RPL19A TOR yeast | LAP4-GFP MLPCN | CR mimetic SO
O=S(=O)(NCC(c1ccco1)N1CCc2ccccc21)c1ccccc1 (stereo not drawn) | -3 | -9 | 7 | 108 | 3 | 100 | 93 | 97
O=C(N/N=C/c1ccc(O)cc1)c1ccncc1 | 13 | -12 | 0 | 105 | 3 | 102 | 100 | 106
O=C(O/N=C/c1ccc(Br)cc1)c1ccc(F)cc1 | -5 | 23 | 1 | 91 | 3 | 99 | 104 | 87
CC(Oc1ccccc1)C(=O)Nc1cccc(F)c1 (stereo not drawn) | 5 | -17 | -2 | 104 | 2 | 104 | 108 | 114
C#CCOCCOCCOCCNc1nc(N2CCN(C(=O)CCCCCCCCCCNC(=O)[C@H]([C@@H](C)CC)n3cc(CCCCN=C(N)N)nn3)CC2)nc(N2CCN(C(=O)CCCCCCCCCCNC(=O)[C@H](CO)n3cc(CCCCCN)nn3)CC2)n1 | -15 | -22 | -3 | 107 | -1 | 92 | 99 | 113
COCC(C)NS(=O)(=O)c1ccc(OC)cc1 (stereo not drawn) | 13 | -9 | 0 | 94 | 0 | 98 | 86 | 109
CN(C)CCCNC(=O)CC(c1ccccc1)c1ccccc1O (stereo not drawn) | -5 | -2 | 1 | 106 | 5 | 97 | 97 | 103
O=C(NCc1ccc(F)cc1)C(c1ccccc1)N(C(=O)c1csnn1)c1ccccc1 (stereo not drawn) | -2 | -6 | -6 | 98 | -1 | 95 | 96 | 107
Cc1ccc2ccc3cccc4ccc1c2c34 | 7 | 16 | -2 | 102 | 4 | 102 | 101 | 79
COc1cc(OC)c(NC(=O)CCNS(=O)(=O)c2ccc3c(c2)CC(C)N3C(C)=O)cc1Cl (stereo not drawn) | 3 | 23 | -1 | 97 | 7 | 102 | 103 | 82
CN1CCN(NC(=S)NC2CCCCC2)CC1 | 7 | 0 | -3 | 106 | -1 | 100 | 90 | 95
Cc1ccc(OCC(=O)Oc2ccc(C)c(C)c2)cc1 | -4 | 6 | -5 | 102 | 0 | 109 | 82 | 100
COc1ccccc1C(=O)COC(=O)c1ccc(N(C)C)cc1 | -4 | -3 | -3 | 89 | 0 | 98 | 91 | 98
COc1ccc(N(CC(=O)Nc2ccc(C)c(C)c2)C2=NC3CS(=O)(=O)CC3S2)cc1 (stereo not drawn) | 9 | 0 | -3 | 91 | -1 | 92 | 88 | 94
[O-]/[N+](=C\c1ccccc1)[C@@H]1CCCC[C@@H]1/[N+]([O-])=C/c1ccccc1 | -3 | -11 | -8 | 99 | 3 | . | 96 | 112
COc1ccc2c(c1OC)C(=O)OC2n1c(O)c(N=NC(C)=O)c2ccccc21 (stereo not drawn) | 5 | 3 | 1 | 88 | 0 | 97 | 96 | 88
COc1ccccc1N1CCN(C(=O)C(C)N(c2ccc(C)cc2)S(C)(=O)=O)CC1 (stereo not drawn) | 1 | 17 | 14 | 90 | 2 | 94 | 93 | 96
CCOC(=O)Cc1csc(NC(=O)Nc2cccc(Cl)c2)n1 | -6 | 4 | 9 | ? | 2 | 106 | ? | 97
COC(=O)N/N=C/c1cn(Cc2ccc(F)cc2)c2ccccc12 | 0 | 5 | 3 | 108 | 26 | 97 | 129 | 80
COc1ccc(CNC(=O)CSc2nnc3c(n2)[nH]c2ccc(F)cc23)cc1 | 6 | 2 | -7 | 92 | 0 | 95 | 88 | 85
CN(C)/C=N/c1nc2nccc(-c3ccc(F)cc3)n2n1 | -8 | 2 | -4 | 93 | 2 | 90 | 84 | 106
CCCCc1nn2c(N)c(/C=C3\C=Nc4ccccc43)c(=O)nc2s1 | 0 | -1 | -18 | 93 | 8 | 99 | 92 | 97
CCOC(=O)c1sc(N/N=C/c2ccc(N(C)C)cc2)nc1C | -23 | 12 | -18 | 108 | 130* | 106 | 100 | 93
COC(=O)C(CO)NC(=O)C(C)NC(=O)CNC(=O)OCc1ccccc1 (stereo not drawn) | -1 | -9 | 5 | 106 | 6 | 96 | 101 | 112
Cn1nnnc1SCCNCc1ccncc1 | 6 | -4 | -6 | 95 | -1 | 97 | 96 | 84

Among those listed so far, these contain four or more nitrogen atoms.
SMILES | procasp3 activ | JMJD2C inh | proCasp7 act | MEP2 TOR yeast | AHR act | RPL19A TOR yeast | LAP4-GFP MLPCN | CR mimetic SO
C#CCOCCOCCOCCNc1nc(N2CCN(C(=O)CCCCCCCCCCNC(=O)[C@H]([C@@H](C)CC)n3cc(CCCCN=C(N)N)nn3)CC2)nc(N2CCN(C(=O)CCCCCCCCCCNC(=O)[C@H](CO)n3cc(CCCCCN)nn3)CC2)n1 | -15 | -22 | -3 | 107 | -1 | 92 | 99 | 113
O=C(NCc1ccc(F)cc1)C(c1ccccc1)N(C(=O)c1csnn1)c1ccccc1 (stereo not drawn) | -2 | -6 | -6 | 98 | -1 | 95 | 96 | 107
CN1CCN(NC(=S)NC2CCCCC2)CC1 | 7 | 0 | -3 | 106 | -1 | 100 | 90 | 95
COc1ccc(CNC(=O)CSc2nnc3c(n2)[nH]c2ccc(F)cc23)cc1 | 6 | 2 | -7 | 92 | 0 | 95 | 88 | 85
CN(C)/C=N/c1nc2nccc(-c3ccc(F)cc3)n2n1 | -8 | 2 | -4 | 93 | 2 | 90 | 84 | 106
CCCCc1nn2c(N)c(/C=C3\C=Nc4ccccc43)c(=O)nc2s1 | 0 | -1 | -18 | 93 | 8 | 99 | 92 | 97
CCOC(=O)c1sc(N/N=C/c2ccc(N(C)C)cc2)nc1C | -23 | 12 | -18 | 108 | 130* | 106 | 100 | 93
Cn1nnnc1SCCNCc1ccncc1 | 6 | -4 | -6 | 95 | -1 | 97 | 96 | 84

Further compounds
SMILES | procasp3 activ | JMJD2C inh | proCasp7 act | MEP2 TOR yeast | AHR act | RPL19A TOR yeast | LAP4-GFP MLPCN | CR mimetic SO
COc1cc(NC(=O)CSC(=S)N2CCCC2)c(OC)cc1Cl | -3 | -7 | 7 | 102 | 42 | 92 | 95 | 105
O=C(Nc1ccc2c(c1)OCO2)N1CCN(Cc2ccco2)CC1 | -6 | 3 | -23 | 97 | 39 | 103 | 100 | 75
Cc1nnc(NC(=O)C2CCCC2)s1 | 4 | -2 | 10 | 97 | 1 | 100 | 97 | 102
COc1cc(Cl)c(C)cc1NC(=O)[C@@H]1CCCN1C(=O)c1cccs1 | 5 | 3 | -12 | 107 | 17 | 107 | 99 | 136
COC(=O)Cn1c(=O)oc2ccc(C)cc21 | -5 | 4 | 11 | 103 | -1 | 100 | 103 | 94
COc1ccc(OCCn2ccnc2C)cc1 | 4 | 2 | 8 | 102 | 0 | 104 | 90 | 99
Cc1ccc(-c2cccc(NC(=O)C3C4C=CC(C4)C3C(=O)O)c2)o1 (stereo not drawn) | -1 | 2 | 6 | 107 | 1 | 100 | 106 | 101
CNC(=O)C(=O)NCCN1CCN(S(=O)(=O)c2ccc3ccccc3c2)CC1 | . | 5 | . | 110 | . | 105 | 99 | 98
Cc1ccc(CNC(=O)C2CCCC2)cc1 | 4 | 6 | 3 | 94 | 0 | 96 | 96 | 107
CN(CC(=O)Nc1ccc(F)cc1)C(=O)CN1C(=O)c2ccccc2C1=O | 9 | 10 | 0 | 99 | 0 | 97 | 95 | 90
C/C(N)=C(/C#N)C(=O)CSc1nnc(-c2ccccc2)n1C | -1 | 7 | 4 | 109 | 2 | 104 | 112 | 96
CC(=O)c1ccc(S(=O)(=O)Nc2ccc(C(=O)NCC(c3cccs3)N3CCOCC3)cc2)cc1 (stereo not drawn) | 2 | 40 | 1 | 97 | 6 | 95 | 100 | 114
c1ccc(CN2CCN(c3nc(-c4ccccn4)nc4ccccc34)CC2)cc1 | -1 | 3 | -6 | 96 | -1 | 98 | 95 | 94
COc1ccc(C)cc1NC(=O)CSc1nc(=O)n(CCCN2CCOCC2)c2c1CCCC2 | 5 | 5 | 2 | 111 | -1 | 91 | 96 | 85
CCN(CC)C(=O)[C@H]1CC(CC(=O)NC(C)(C)C)C(=O)N2CCc3c([nH]c4ccccc34)[C@]12C (stereo partly drawn) | -6 | -5 | -4 | 103 | -2 | 100 | 98 | 97
Cn1c(Cc2ccccc2)nnc1SCC(=O)Nc1ccc2c(c1)OCCO2 | 7 | 59 | -2 | 95 | 8 | 94 | 94 | 106
Cc1c2c(nc3ccccc13)CCC(C)C2 (stereo not drawn) | -8 | 18 | 11 | 95 | -2 | 89 | 93 | 86
Cc1ccc(C)c2[nH]c(=O)c(CN(Cc3ccco3)S(=O)(=O)c3ccc4c(c3)OCCO4)cc12 | 4 | 10&0 | -2 | 127 | 7 | 68 | 129 | 113
CCC(=O)Nc1nc2cc(OC)ccc2s1 | 4 | -2 | -6 | 269*[may fluoresce violet] | 5 | 15*[may fluoresce violet] | 97[may fluoresce violet] | 94
C[C@H](NC(=O)c1nc[nH]c1C(=O)N1CCN(c2ccccc2)CC1)C(=O)OC(C)(C)C | -6 | -13 | 1 | 95 | 3 | 105 | 121 | 78
COC(=O)c1c(-c2snnc2C)n[nH]c1C | 4 | -5 | 1 | 101 | -2 | 95 | 101 | 98
N#Cc1cccc(C(=O)Nc2cc(S(=O)(=O)N3CCOCC3)ccc2N2CCCC2)c1 | -3 | -4 | -3 | 100 | 0 | 99 | 102 | 95
O=C(Nc1cccc(F)c1)c1cc(S(=O)(=O)NCCC2=CCCCC2)ccc1F | -2 | -36 | 8 | 92 | 1 | 98 | 86 | 98
O=[N+]([O-])c1ccc(O)c(/C=N/Nc2ccc(Cl)nn2)c1 | 8 | 8 | -3 | 103 | 16 | 97 | 110 | 115
O=C(Cn1c(NCCO)nc2ccccc21)c1ccc(Cl)cc1 | 0 | -3 | 3 | 93 | 4 | 96 | 94 | 80
CN(C)CC[C@@H](c1ccc(Cl)cc1)c1ccccn1 | 9 | -17 | 0 | 91 | -3 | 90 | 93 | 86
COc1cc(CC(=O)NCCc2ccc(S(N)(=O)=O)cc2)cc(OC)c1OC | 10 | 1 | -5 | 86 | 6 | 91 | 87 | 85

Two neighbouring records out of the list so far:
SMILES | procasp3 activ | JMJD2C inh | proCasp7 act | MEP2 TOR yeast | AHR act | RPL19A TOR yeast | LAP4-GFP MLPCN | CR mimetic SO
CN(C)CC[C@@H](c1ccc(Cl)cc1)c1ccccn1 | 9 | -17 | 0 | 91 | -3 | 90 | 93 | 86
COc1cc(CC(=O)NCCc2ccc(S(N)(=O)=O)cc2)cc(OC)c1OC | 10 | 1 | -5 | 86 | 6 | 91 | 87 | 85

High-throughput results as filed in PubChem.
